# High-throughput results (PubChem BioAssay)
# GLP1R inv ag = inverse agonists of human GLP-1 receptor; 1.6% of 410,000 active; P43220; Potency, µM (series often up to 38.3 µM), for the others: at the top dose activity change, negative = inhibition, hits mostly inhibitors; HEK293 GLP-1R CRE-luciferase, luminescence, 24 h; GLP-1R form is constitutively active; also: potency is read from the fitted curve at half-maximal effect; % is scaled to controls: 0 for no effect and ±100 for the full control effect; nearly all actives have a fitted effect of over 55% in size
# Target sequence (P43220 whole entry, looked up): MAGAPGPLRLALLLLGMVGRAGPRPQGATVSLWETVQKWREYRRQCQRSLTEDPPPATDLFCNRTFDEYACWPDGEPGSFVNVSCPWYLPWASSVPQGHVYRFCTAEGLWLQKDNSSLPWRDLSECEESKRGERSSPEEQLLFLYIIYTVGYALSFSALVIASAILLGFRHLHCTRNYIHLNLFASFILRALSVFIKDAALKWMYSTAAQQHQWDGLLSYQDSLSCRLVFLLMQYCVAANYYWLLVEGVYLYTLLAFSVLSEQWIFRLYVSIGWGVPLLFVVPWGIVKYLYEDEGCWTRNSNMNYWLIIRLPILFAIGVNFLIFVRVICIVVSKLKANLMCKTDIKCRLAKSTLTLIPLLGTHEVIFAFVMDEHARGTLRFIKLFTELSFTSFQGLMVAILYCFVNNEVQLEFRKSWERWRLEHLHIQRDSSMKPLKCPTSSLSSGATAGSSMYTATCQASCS
#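 Luminescence readout: a drop in cAMP-driven luciferase signal flags inverse agonism at a constitutively active GLP-1R stably expressed in HEK293. Compound exposure lasted 24 hr at 37 deg C, 5% CO2.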
# PTHR1 ag = agonists of human PTHR1 parathyroid hormone receptor. Q03431. HEK293 GP2 PTHR1 cells, GloSensor cAMP luminescence, 1 h. Potency, µM (titrated, usually from 115 µM), for the others: at the top dose activation, most hits filed as activators. 0.075% of 410,000 active. AID 743266; also: potency is read from the fitted curve at half-maximal effect; nearly all actives have a fitted effect of over 55% in size; some results filed as inactive show a strong effect at the top dose; inactives centre near -15; many of its hits are not listed in these tables
# Target sequence (Q03431 whole entry, looked up): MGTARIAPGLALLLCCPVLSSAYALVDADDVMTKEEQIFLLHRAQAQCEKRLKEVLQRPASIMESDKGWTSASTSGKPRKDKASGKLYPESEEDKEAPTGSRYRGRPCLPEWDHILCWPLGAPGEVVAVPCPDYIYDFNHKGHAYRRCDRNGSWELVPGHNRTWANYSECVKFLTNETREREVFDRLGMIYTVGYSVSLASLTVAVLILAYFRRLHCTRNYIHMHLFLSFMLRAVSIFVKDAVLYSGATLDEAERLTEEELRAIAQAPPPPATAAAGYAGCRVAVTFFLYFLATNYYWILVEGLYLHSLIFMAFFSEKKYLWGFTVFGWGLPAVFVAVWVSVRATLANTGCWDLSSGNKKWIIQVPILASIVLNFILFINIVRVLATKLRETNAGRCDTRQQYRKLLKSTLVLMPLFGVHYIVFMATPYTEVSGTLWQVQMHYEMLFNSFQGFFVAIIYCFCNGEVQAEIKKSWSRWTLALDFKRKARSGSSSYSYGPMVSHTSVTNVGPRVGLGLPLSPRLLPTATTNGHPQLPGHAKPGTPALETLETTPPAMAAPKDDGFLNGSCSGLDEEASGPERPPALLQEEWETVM
#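 HEK-293-derived GP2 cells expressing PTHR1 and a GloSensor cAMP reporter, 3,000/well, plated overnight, given luciferin plus IBMX (each 0.5 mM as added) for 1 h at 37 °C, then compound for 1 h at 37 °C. Luminescence was read after 15 min at room temperature.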
# TDP43 rescue = inhibitors of TDP-43 toxicity in yeast | TDP-43 expressing yeast growth rescue, BacTiter-Glo, 24 h | Potency, µM (titrated, usually from 46.1 µM), for inactives: top-dose growth rescue (activation), hits mostly activators | 1.8% of 410,000 active; also: potency is read from the fitted curve at half-maximal effect; % of control where 0% means no effect; nearly all actives have a fitted effect of over 50% in size
#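 Luminescence from BacTiter-Glo reports growth of TDP-43-expressing yeast after 24 hr at 30 deg C with compound. Cells were raffinose-pregrown to mid-log, then seeded in galactose medium at OD600=0.02.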
# HEK293 tox = cytotoxicity counter-screen for GLP-1 receptor inverse agonists | HEK293 cAMP-luciferase reporter cells, luminescence, 24 h | Potency, µM (doses to about 38.3 µM), without a hit: top-dose activity change, negative = inhibition, most hits filed as inhibitors | 0.13% of 410,000 active | AID 624418;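 also: loss of luciferase light is scored as toxicity; potency is read from the fitted curve at half-maximal effect; % is scaled to controls: 0 for no effect and ±100 for the full control effect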
#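 Compound-treated cells are incubated 24 hr at 37 deg C under 5% CO2 after a 12 hour attachment period, then luciferase detection reagent is added and luminescence is measured following 12 min at room temperature; lowered signal indicates toxicity.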
# aSyn rescue = rescues yeast growth from alpha-synuclein toxicity. Yeast expressing alpha-synuclein, growth rescue, BacTiter-Glo, 24 h. Potency, µM (titrated, usually from 46.1 µM), for the others: at the top dose growth rescue (activation), most hits filed as activators. 0.14% of 370,000 active. AID 652106; also: potency is read from the fitted curve at half-maximal effect; % of control where 0% means no effect; nearly all actives have a fitted effect of over 65% in size
#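 Screening used galactose-induced yeast with toxic alpha-synuclein levels, exposed to compound for 24 hr at 30 deg C. Cell growth, read with BacTiter-Glo luminescence, gave the measured signal.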
# FUS suppressor = rescues growth of FUS-expressing yeast; 0.24% of 390,000 active; AID 1347120; Potency, µM (doses to about 76.6 µM), for the others: at the top dose growth rescue (activation), usual class: activators; S. cerevisiae FUS-expressing, growth rescue, OD600, 24 h;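 also: potency is read from the fitted curve at half-maximal effect; plate controls were DMSO vehicle for no effect and reference control for full effect; nearly all actives have a fitted effect of over 55% in size; some results filed as inactive show a strong effect at the top dose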
#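 Absorbance at 600 nm, taken 24hr after compound addition, measured rescue of FUS-yeast growth at 30C. Induction used 2% galactose with seeding at OD 0.005. Controls: CP55940 from 92uM final, DMSO only.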
# Abeta yeast res = compounds reversing amyloid beta toxicity in yeast; Potency, µM (highest dose often 46.1 µM), inactives show at the highest dose growth rescue, actives largely listed as activators; yeast expressing A-beta42, growth rescue, OD600, 48 h; response scale: 0% DMSO, 100% iron-clioquinol control; 0.063% of 410,000 active; also: potency is read from the fitted curve at half-maximal effect; nearly all actives have a fitted effect of over 55% in size
#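 Yeast A-beta toxicity model in growth medium with pinned compounds, 48 h at 30 C; growth read as absorbance at 600 nm. Normalized to FeCl3/clioquinol equimolar mix (positive) and DMSO (negative).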
# MmCpn inh = blocks the Methanococcus maripaludis chaperonin Mm-Cpn; purified Mm-Cpn ATPase, ADP Transcreener TR-FRET; Potency, µM (series often up to 76.9 µM), for the others: at the highest dose activity, negative = inhibition, hits mostly inhibitors; 0.031% of 330,000 active; also: potency is read from the fitted curve at half-maximal effect; % is scaled to controls: 0 for no effect and ±100 for the full control effect; nearly all actives have a fitted effect of over 80% in size
#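 Compound-treated chaperonin, 25 nM final, turns over 10 uM ATP at 37°C for 30 min following a 10 min preincubation; ADP generated competes with ADP-d2 for Eu-cryptate antibody, lowering FRET.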
# pAkt inh = blocks phosphorylation of Akt; AID 651550; Neuro2A IGF-stimulated pAkt S473 HTRF, 20 min; active compounds read low; activity change, % for hits at 50 µM; 0.32% of 360,000 active; in the data active = activity change below about -80%; inconclusive = mostly about -51% to -80%; also: % is scaled to controls: 0 for no effect and ±100 for the full control effect
#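 Neuro2A cells in DMEM with 0.5% FBS, overnight at 37 deg C, given compound at single 50 µM final, then IGF (6 nM final) for 20 min at 37 deg C. Lysed; phospho-Akt Ser473 by HTRF after 24 h, 665/615 ratio.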
# * hit, by the source's call; i = inactive; ? = inconclusive; · = not tested or not shown; [ ] = dose if it differs, or a comment. Unless noted, calls follow the shape of the dose curve; as a rule, active = well fitted curve in the direction sought with a large enough effect; inconclusive = small, poorly fitted or top-dose-only effect, or another doubt; inactive = no such curve, though single readings can be large; an effect the other way counts as inactive or inconclusive. Not all compounds are listed (hit frequency here may not be typical).
1) CNC(=O)/C(C#N)=C/c1ccc(-c2ccc(Cl)cc2)o1
2) N#CC1=C(N)OC2=C(C(=O)CCC2)C1Cc1ccccc1 (configuration not stated)
3) CCOC(=O)CC(=O)NC(CC(=O)OC)c1ccc(Br)cc1 (configuration not stated)
4) CCOC(=O)C(C)n1nc(-c2ccccc2)c2ccccc2c1=O (configuration not stated)
5) CCOC(=O)C1=CCN(S(=O)(=O)c2ccccc2C)C1c1ccc(C)cc1 (configuration not stated)
6) CN1OC[C@@H]2CN(C(=O)c3ccc(-c4ccccc4)cc3)[C@H](c3ccc(-c4cccc(F)c4)cc3)C[C@@H]21
7) COc1ccc(-n2c(SCC(=O)O)nnc2-c2ccc(NC(=O)c3ccccc3)cc2)cc1
8) CCOC(=O)c1sc(N=NC2=C(O)CCCC2=O)c(C(=O)OCC)c1C
Assay by compound	1	2	3	4	5	6	7	8
FUS suppressor	-19%	7%	-9%	6%	37%	14%	15%	33%
PTHR1 ag	i	-3%	i	-10%	i	-22%	i	i
TDP43 rescue	-5%	-22%	-3%	-7%[0.397 µM]	3%	7%	-16%	1%
aSyn rescue	4%	-10%	0%	1%	11%	5%	1%	0%
pAkt inh	i	i	i	i	i	i	i	i
GLP1R inv ag	15%	-2%	-6%	?	?	-8%	14%	-9%[0.307 µM]
Abeta yeast res	-18%	-2%	11%	-7%	5%	3%	-4%	-17%
HEK293 tox	-2%	-24%	8%	-4%	-9%	15%	-10%	-5%[0.307 µM]
MmCpn inh	-6%	·	1%	2%	·	·	1%	-1%

9) CC(C(=O)Nc1ccc2c(c1)OCCO2)N1Cc2ccccc2C1=O (configuration not stated)
10) OC(CNCCc1ccc(C(F)(F)F)cc1)COc1ccc2ccccc2c1 (configuration not stated)
11) CCc1nnc2sc(-c3cc(-c4ccccc4)nc4ccccc34)nn12
12) O=C(CSc1ncn[nH]1)Nc1ccc(Cl)c(Cl)c1
13) O=C1Nc2ccccc2OC1CC(=O)N1CCCC1 (configuration not stated)
14) COc1ccccc1N1C(=O)CC(N2CCN(c3ccc(Cl)cc3)CC2)C1=O (configuration not stated)
15) O=C(CCN1CCCC1=O)NC1CCCc2c1cnn2-c1ccccc1F (configuration not stated)
16) CC(=O)O/N=C/c1c(N2CCOCC2)n(C)c2ccccc12
Assay by compound	9	10	11	12	13	14	15	16
FUS suppressor	-2%	·	22%	-19%	-23%	0%	3%	13%
PTHR1 ag	-23%	i	i	-11%[57.5 µM]	i	-11%	i	i
TDP43 rescue	-15%	-5%	-23%	14%	18%	28%	0%	?
aSyn rescue	1%	-10%	0%	2%	-10%	6%	22%	-6%
pAkt inh	i	i	i	i	i	i	i	i
GLP1R inv ag	7%	0%	0%	-20%	6%	-17%	0%	0%
Abeta yeast res	-3%	-32%	0%	-13%	-7%	-1%	2%	19%
HEK293 tox	14%	?	-5%	-13%	-18%	-2%	-5%	-14%
MmCpn inh	3%	1%	-29%	0%	0%	-1%	0%	0%

17) CCCN(CC(=O)Nc1ccccc1OC)C(=O)c1cccc(S(=O)(=O)Nc2ccc(OC)cc2)c1
18) COCCN(C(=O)COC(=O)/C=C/c1nc2ccccc2s1)c1c(N)n(Cc2ccccc2)c(=O)[nH]c1=O
19) Cc1ccccc1C(=O)Nc1cc(C)c(O)c(-c2nc3ccccc3o2)c1
20) CN1CCC(N(C)S(=O)(=O)c2ccc(F)cc2F)CC1
21) CCc1cnc2c(c1SC(C(C)=O)C(=O)N(C)C)c(=O)n(C)c(=O)n2C (configuration not stated)
22) C/C=C/C=C\C(=O)Nc1cccc(C2=NOC3(C2)C[C@@H](C(N)=O)N(C(=O)c2cc([N+](=O)[O-])cc([N+](=O)[O-])c2)C3)c1 (some centres not stated)
23) O=C1C2C3CCC(O3)C2C(=O)N1c1cc(OCC(F)F)cc([N+](=O)[O-])c1 (configuration not stated)
24) CSc1ccccc1NC(=O)Cn1c(-c2cscn2)nc2ccccc21
Assay by compound	17	18	19	20	21	22	23	24
FUS suppressor	28%	?	-11%	11%	21%	?	10%	22%
PTHR1 ag	i	i	-7%	i	i	-17%	-18%	i
TDP43 rescue	19%	-8%	14%	-17%	9%	-1%	-23%	0%
aSyn rescue	2%	-5%	-3%	-4%	·	-2%	-4%	4%
pAkt inh	i	i	·	i	·	i	i	i
GLP1R inv ag	-15%	?	2%	16%	10%	17%	13%	-4%
Abeta yeast res	11%	-10%	-17%	-9%	2%	-12%	-2%	14%
HEK293 tox	-17%	-23%	3%	2%	8%	0%	-8%	-14%
MmCpn inh	2%	-1%	·	0%	·	1%	-8%	1%

25) O=C(N/C(=C\c1ccc([N+](=O)[O-])cc1)C(=O)N1CCOCC1)c1ccco1
26) Cc1ccc(OCCNC(=O)C(=O)NCc2ccco2)cc1
27) CC(C)c1csc2nc3n(c(=O)c12)CCCCC3
28) COc1cc(CNc2nnnn2C)cc(OC)c1OC
29) Cc1nc(-c2nc(-c3c(C(=O)NNC(=O)Nc4ccccc4)noc3C)cs2)cs1
30) CC(C)C(=O)N1CCN(c2nc(-c3ccccc3)c3c(c2C#N)CCCC3)CC1
31) CC(C)(C)C(=O)Nc1ccccc1-c1nc2ccccc2[nH]c1=O
32) CN(C(=O)c1ccc(NC(=O)Cc2ccc(NC(=O)C3CCCN(C(=O)C4CCCCC4)C3)cc2)cc1)C1CCCC1 (configuration not stated)
Assay by compound	25	26	27	28	29	30	31	32
FUS suppressor	7%	-13%	-20%	-22%	8%	?	14%	?
PTHR1 ag	-1%	i	-2%	i	-16%	23%	i	-13%
TDP43 rescue	-15%	-10%	28%	-3%	10%	?	-3%	18%
aSyn rescue	-5%	0%	-2%	4%	2%	1%	-8%	-2%
pAkt inh	i	i	i	i	i	i	i	i
GLP1R inv ag	-2%	-35%	?	0%	15%	?	1%	-8%
Abeta yeast res	5%	-11%	2%	-6%	2%	-26%	-1%	6%
HEK293 tox	5%	-19%	6%	-6%	-14%	?	-15%	2%
MmCpn inh	-4%	3%	-1%	2%	-2%	-4%	2%	·

33) Cc1ccc(NC(=O)COC(=O)c2nn(-c3ccc(Cl)cc3)cc2O)cc1
34) Cc1cnc(NC(=O)c2ccccn2)s1
35) O=C(Nc1cc(F)ccc1F)N1CCC(CN2CCCC2)CC1
36) CCC1Oc2ccc(C)cc2N(CC(=O)N2CCOCC2)C1=O (configuration not stated)
37) CCOc1cc(CNCc2ccccc2)ccc1OCc1ccc(Cl)cc1
38) CCOC(=O)c1c(O)c(Cl)c(C)[nH]c1=O
39) Cc1cc(Br)ccc1OCC(=O)NNC(=O)c1ccc(NC(=O)C2CC2)cc1
Assay by compound	33	34	35	36	37	38	39
FUS suppressor	3%	6%	-3%	12%	1%	-11%	·
PTHR1 ag	i	-92%	-5%	i	-26%	-24%	-29%
TDP43 rescue	0%	-16%	13%	-4%	-6%	13%	-5%
aSyn rescue	-10%	-2%	·	2%	1%	4%	-5%
pAkt inh	i	i	·	i	i	i	i
GLP1R inv ag	-6%	?	16%	-2%	11µM*	6%	7%
Abeta yeast res	1%	-21%	-1%	14%	9%	1%	-8%
HEK293 tox	5%	?	-1%	3%	?	0%	6%
MmCpn inh	-3%	-2%	·	1%	0%	-6%	1%

# Part of the list above in order of molar mass, highest first:
32) CN(C(=O)c1ccc(NC(=O)Cc2ccc(NC(=O)C3CCCN(C(=O)C4CCCCC4)C3)cc2)cc1)C1CCCC1 (configuration not stated)
39) Cc1cc(Br)ccc1OCC(=O)NNC(=O)c1ccc(NC(=O)C2CC2)cc1
30) CC(C)C(=O)N1CCN(c2nc(-c3ccccc3)c3c(c2C#N)CCCC3)CC1
33) Cc1ccc(NC(=O)COC(=O)c2nn(-c3ccc(Cl)cc3)cc2O)cc1
37) CCOc1cc(CNCc2ccccc2)ccc1OCc1ccc(Cl)cc1
35) O=C(Nc1cc(F)ccc1F)N1CCC(CN2CCCC2)CC1
31) CC(C)(C)C(=O)Nc1ccccc1-c1nc2ccccc2[nH]c1=O
36) CCC1Oc2ccc(C)cc2N(CC(=O)N2CCOCC2)C1=O (configuration not stated)
38) CCOC(=O)c1c(O)c(Cl)c(C)[nH]c1=O
Assay by compound	32	39	30	33	37	35	31	36	38
FUS suppressor	?	·	?	3%	1%	-3%	14%	12%	-11%
PTHR1 ag	-13%	-29%	23%	i	-26%	-5%	i	i	-24%
TDP43 rescue	18%	-5%	?	0%	-6%	13%	-3%	-4%	13%
aSyn rescue	-2%	-5%	1%	-10%	1%	·	-8%	2%	4%
pAkt inh	i	i	i	i	i	·	i	i	i
GLP1R inv ag	-8%	7%	?	-6%	11µM*	16%	1%	-2%	6%
Abeta yeast res	6%	-8%	-26%	1%	9%	-1%	-1%	14%	1%
HEK293 tox	2%	6%	?	5%	?	-1%	-15%	3%	0%
MmCpn inh	·	1%	-4%	-3%	0%	·	2%	1%	-6%
